Assay outcomes as filed in PubChem.
CAL PDZ FP-1 = inhibitors of human CAL PDZ peptide binding; Q9HD26; purified CAL PDZ, TMR-peptide fluorescence polarization, 1 h; inhibition, % at 20 µM; actives 0.02% (n = 330,000); AID 504414;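 active means highest replicate inhibition of at least 40%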;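 further: plate controls were DMSO neutral control wells for no effect and unlabeled competitor peptide control wells for full effect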
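System: purified tagged CAL PDZ domain construct (CerCALP). Schedule: 1 h incubation at room temperature before polarization reading. Medium: 25 mM sodium phosphate pH 7.4, 150 mM NaCl, TCEP, IgG, Thesit. Read-out: percent inhibition from loss of millipolarization. Measured by: FP readout, S and P plane fluorescence. Probe or stimulus: fluorescent TMR peptide probe.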
SR-BI uptake up = enhances SR-BI lipid uptake from DiI-HDL; actives 0.096% (n = 320,000); activation, % at 12.5 µM; AID 504775; CHO ldlA[mSR-BI] cells, DiI-HDL uptake fluorescence, 3 h; 100 = double the neutral-control signal;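 active means mean replicate activation of at least 60% and every replicate at or above 60%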;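 further: 0% = median plate neutral-control signal and 100% = twice that signal; values of inactives mirror those of a sister screen read the other way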
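Test system: SR-BI-overexpressing, LDLR-lacking CHO cells. Measured by: DiI fluorescence, bottom read. Medium: Ham's F12 with 0.5% BSA, HEPES 25 mM, pH 7.4. Timing: 3 h uptake period with compound, 37 °C.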
CAL PDZ FP-2 = blocks peptide binding to the human CAL PDZ domain | Q9HD26 | purified CAL PDZ, TMR-peptide fluorescence polarization, 1 h | inhibition, % at 24.9 µM | actives 0.92% (n = 300,000) | AID 602252;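 active means mean inhibition of at least 30% with at least half of replicates also reaching 30%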;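 further: 0% = DMSO neutral control and 100% = excess unlabeled competitor peptide PRC23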
NSD2 HMT inh = blocks human histone methyltransferase NSD2. NSD2 peptide methylation, AlphaScreen, 120 min. O96028. inhibition, % at 12.5 µM. actives 0.54% (n = 310,000); in the data active means inhibition above about 50%
PfHsp90 yeast 2 = growth inhibition of yeast expressing Plasmodium Hsp90; inhibition, % at 9.4 µM; AID 504621; actives 0.32% (n = 310,000); S. cerevisiae expressing PfHsp90, BacTiter-Glo ATP, 48 h; yeast lacking PDR1 and PDR3 efflux regulators;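 active means every replicate shows inhibition above about 80%, whatever the replicate mean, limit read from the data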;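 further: 0% = DMSO neutral controls and 100% = 20 µM radicicol positive controls; yeast relying on Plasmodium falciparum Hsp90 in place of its own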
SR-BI DiI inh = mouse SR-BI HDL lipid transfer inhibition. Q61009. ldlA[mSR-BI] CHO cells, DiI-HDL uptake fluorescence, 3 h. inhibition, % at 12.5 µM. actives 0.96% (n = 320,000);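 active means mean replicate inhibition of at least 70% and a set share of replicates each scoring 70 or more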;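 further: 0% = median of neutral control wells and 100% = median of positive control wells; values of inactives mirror those of a sister screen read the other way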
dFosB act = activators of mouse delta FosB homodimer | P13346 | purified delta FosB, TAMRA-CDK5 oligo fluorescence polarization; percent of positive-control signal above neutral wells | activation, % at 25 µM | actives 0.99% (n = 340,000) | AID 493131;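 active means mean activation above about 17%, with every replicate also reaching it, limit read from the data, passing the limit was not always enough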;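 further: fluorescence polarization rise as delta FosB binds a TAMRA Cdk5 AP-1 oligo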
Target sequence (P13346 whole entry, looked up): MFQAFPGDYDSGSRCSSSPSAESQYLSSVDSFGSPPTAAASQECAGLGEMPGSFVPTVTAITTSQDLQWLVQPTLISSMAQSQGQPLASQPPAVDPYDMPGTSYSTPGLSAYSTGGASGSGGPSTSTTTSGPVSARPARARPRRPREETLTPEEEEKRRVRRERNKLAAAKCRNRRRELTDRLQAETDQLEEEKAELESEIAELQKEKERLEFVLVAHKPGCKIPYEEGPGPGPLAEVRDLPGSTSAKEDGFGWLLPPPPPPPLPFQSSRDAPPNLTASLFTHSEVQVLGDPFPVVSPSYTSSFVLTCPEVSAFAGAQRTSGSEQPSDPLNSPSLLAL
Rtt109 HAT inh = blocks Candida albicans Rtt109/Vps75 acetyltransferase activity | Q5AAJ8 | purified Rtt109/Vps75, ThioGlo CoA-SH fluorescence, 4 h | actives 0.16% (n = 330,000) | AID 540336 | inhibition, % at 34.9 µM;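 active means inhibition of at least 50% in every replicate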
Target sequence (Q5AAJ8 whole entry, looked up): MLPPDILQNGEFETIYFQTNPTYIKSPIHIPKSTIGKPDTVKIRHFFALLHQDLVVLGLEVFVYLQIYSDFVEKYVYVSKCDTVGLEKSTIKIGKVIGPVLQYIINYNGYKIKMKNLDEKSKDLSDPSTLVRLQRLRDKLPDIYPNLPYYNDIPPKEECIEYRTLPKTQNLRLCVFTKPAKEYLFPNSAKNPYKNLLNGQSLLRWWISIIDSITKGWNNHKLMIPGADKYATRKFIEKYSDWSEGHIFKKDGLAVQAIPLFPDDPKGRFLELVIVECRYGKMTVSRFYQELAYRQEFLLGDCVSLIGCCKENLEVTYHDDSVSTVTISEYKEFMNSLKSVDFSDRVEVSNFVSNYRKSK
PvdQ inh = blocks Pseudomonas aeruginosa PvdQ acylase activity. purified PvdQ acylase, fluorescence plate reader. inhibition, % at 10 µM. actives 0.063% (n = 340,000). AID 488965; in the data active means inhibition above about 30%, passing the limit was not always enough;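 further: 0% = vehicle neutral wells and 100% = reference inhibitor wells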
MITF TRPM1 HTS = MITF TRPM1 promoter activation in melanoma cells; activation, % at 12.5 µM; actives 0.75% (n = 300,000); SK-MEL-5 TRPM1-promoter luciferase, 24 h; % of positive control, neutral wells = 0;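 active means mean activation of at least 80% with every replicate also reaching 80%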;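 further: 0% = neutral control wells and 100% = parthenolide positive control wells; values of inactives mirror those of a sister screen read the other way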
* hit, by the source's call; i = inactive; . = not tested or not shown.

nr	smiles	CAL PDZ FP-1	SR-BI uptake up	CAL PDZ FP-2	NSD2 HMT inh	PfHsp90 yeast 2	SR-BI DiI inh	dFosB act	Rtt109 HAT inh	PvdQ inh	MITF TRPM1 HTS
1	COc1ccc(C(CNS(=O)(=O)c2ccc(F)cc2)N2CCN(C)CC2)cc1 (stereo unspecified)	-3.6	14	-20	5	.	-14	-7	-1	-6	2
2	Cc1ccc(C(=O)NC2CCSC2=O)cc1 (stereo unspecified)	-1.9	11	-1	-1	-5	-11	1	-8	-16	-1
3	CCCNC(=O)C(Cc1cccc(Cl)c1)NC(=O)c1ccccc1 (stereo unspecified)	-0.9	-14	-1	.	-21	14	1	7	4	-1
4	COc1ccc(N2CC(C(=O)N3CCN(C(=O)c4ccco4)CC3)CC2=O)cc1 (stereo unspecified)	-2.3	.	-5	.	21	.	1	0	5	-1
5	Cc1cccc2c(=O)n3c(cc12)-c1[nH]c2ccccc2c1CC3	-0.1	-67	-6	7	17	67	-1	-3	-11	19
6	COc1ccc(/C=C2/CCc3ccccc3C2=O)cc1OC	-1.4	22	-2	3	-34	-22	-4	-12	-15	19
7	Cn1cc(S(=O)(=O)N2CCOCC2)cc1C(=O)NCCc1ccccc1	-1.0	26	.	.	7	-26	-6	17	3	7
8	O=[N+]([O-])c1ccc(N2CCN(S(=O)(=O)c3ccc4ccccc4c3)CC2)cc1NCC1CCCO1 (stereo unspecified)	-1.3	-1	-3	2	-7	1	-13	2	-6	-5
9	COc1ncccc1-c1nnn(-c2ccccc2Br)n1	0.7	-8	0	.	3	8	-1	-22	-4	16
10	O=C(O)CCC(=O)N1CCN(Cc2ccc3c(c2)OCO3)CC1	.	39	-4	-5	-2	-39	1	4	3	-6
11	COc1ccc(NC(=O)CN(C)C(=O)/C=C/c2cn(-c3ccccc3)nc2-c2cccs2)cc1	-0.3	-24	.	1	-14	24	-6	6	-3	4
12	COc1ccc(C(=O)Nc2ccc(C(=O)N3CCCCC3)cc2)cc1OC	-3.0	-18	1	2	17	18	-13	.	9	19
13	COc1cc(-c2nc3ccccn3c2/N=C/c2cc(OC)c(OC)c(OC)c2)ccc1O	-1.1	-1	2	.	4	1	-12	-4	7	8
14	O=C(Nc1ccc(Cl)cn1)c1ccccc1SCc1ccccc1	0.2	-10	-4	1	-5	10	-2	-7	-8	.
15	O=C(Nc1nnc(S(=O)(=O)N2CCCCCC2)s1)c1cccc(Br)c1	0.3	-22	0	.	-2	22	-8	0	-2	.
16	Cc1oc(C)c(C(=O)O)c1C(=O)O	0.1	-5	2	-8	-1	5	-5	2	-8	-3
17	C=CCn1c(SCC(=O)N2CCc3ccccc3C2)nc2ccccc2c1=O	-1.8	.	-7	-5	5	.	-19	11	1	7
18	Cc1cc(C(F)F)n2nc(C(=O)Nc3ccccc3Br)nc2n1	-0.8	-20	.	0	-21	20	4	1	-14	25
19	CCOC(=O)N1CCN(C(=O)CCCn2nnnc2CN2CCC(C)CC2)CC1	-2.5	3	-1	-2	-28	-3	-5	-6	1	-11
20	CC(=O)Nc1ccc(NC(=O)CSc2nc3nc(-c4cccs4)cc(C(F)(F)F)c3c(=O)[nH]2)cc1	-4.0	.	-4	8	-22	.	-11	.	4	4
21	CCC(=O)N1CCc2cc(Br)cc(S(=O)(=O)N(C)c3ccc(OC)cc3OC)c21	0.7	-31	-1	-2	-25	31	-19	-9	-4	2
22	CC(=O)c1cccc(Nc2nc(=O)c3cccnc3s2)c1	-1.6	24	.	-2	26	-24	-22	-8	7	30
23	CCOc1ccccc1N1CC(C(=O)Nc2c(C)n(C)n(-c3ccccc3)c2=O)CC1=O (stereo unspecified)	-2.4	13	-1	-2	9	-13	2	4	-16	-16
24	COc1ccc(-c2cn[nH]c2-c2ccc(OCc3ccccc3)cc2O)cc1	-1.3	.	2	-4	-17	.	-6	2	10	1
25	COc1ccccc1C=NNC(=O)c1ccccc1OCCOc1ccccc1	-7.4	-65	.	4	-63	65	-18	5	-19	-20
26	CCn1ccnc1CNC(=O)CC1C(=O)NCCN1Cc1ccccc1F (stereo unspecified)	0.9	20	0	-5	-50	-20	-8	12	-6	1
27	Cc1oc(-c2ccccc2F)nc1CS(=O)(=O)CC(=O)N1CCc2ccccc21	-0.1	1	.	.	-20	-1	1	4	-8	-10
28	Cn1c(-c2ccc([N+](=O)[O-])cc2)nc2ccccc21	0.7	-11	-3	7	8	11	-3	13	-4	34
29	O=C(/C=C/c1ccco1)NCC(=O)N/N=C/c1ccc(Cl)cc1	-2.1	49	-5	4	13	-49	8	2	4	-2
30	Cc1cc(/C=C2\SC(=S)NC2=O)c(C)n1C1CC1	-0.3	26	.	10	-28	-26	-15	-5	-15	37
31	O=C(CSCc1cnn(-c2ccccc2)c1-n1cccc1)NCc1cccnc1	0.2	-9	-4	2	6	9	-8	5	15	-11
32	CCCc1cc(=O)oc2c(CN3CCCC3)c(O)ccc12	-1.9	28	-3	0	-4	-28	0	i	-5	-9
33	COc1cc(OC)cc(C(=O)N[C@H](C(=O)NCc2ccco2)C(C)C)c1	-0.2	1	-5	-1	.	-1	-7	6	-16	-3
34	CCCCCCNC(=O)C(C#N)c1nc2ccccc2nc1N1CCCC1 (stereo unspecified)	0.0	13	-3	-5	7	-13	-5	1	-5	-8
35	O=C(CC12CC3CC(CC(C3)C1)C2)NC(=S)N1CCCCC1	-1.1	6	-1	-1	2	-6	6	-1	-6	3
36	Cc1cc(NCc2ccco2)n2ncnc2n1	-1.4	23	12	-2	12	-23	-3	8	6	4
37	CS(=O)(=O)N(Cc1ccccc1)c1ccc(C(=O)NCc2ccccc2)cc1	-0.6	-26	-2	0	2	26	2	-1	-10	0
38	O=C(NCc1ccccn1)c1nc(-c2ccc(C(F)(F)F)cc2)no1	-2.6	22	17	-4	4	-22	-7	.	-2	-4
39	CCOc1ccc(Nc2nc(N)nc(CCl)n2)cc1	0.2	25	.	1	2	-25	0	2	-7	.
40	O=C1C(=O)N(CCO)C(c2ccccc2[N+](=O)[O-])/C1=C(\O)c1ccccc1 (stereo unspecified)	.	-7	-2	2	5	7	5	5	29	-4
41	Cc1ccc(C2=NS(=O)(=O)N(C)C(C(=O)Nc3ccc4c(c3)OCO4)=C2)cc1	-0.2	18	3	.	5	-18	-3	4	-4	6
42	CCc1ccc(OCc2nnc(SCC(=O)N3CCN(c4ccccc4)CC3)o2)cc1	-0.6	-38	-2	.	21	38	-5	-2	-12	-2
43	O=C(c1cccc(S(=O)(=O)N2CCCC2)c1)N1CCOCC1	-0.5	15	.	33	8	-15	6	-5	-7	-1
44	O=C(O)c1ccc2c(c1)C(=O)N(Cc1ccccc1)C2=O	14	9	4	.	12	-9	5	-1	-11	.
45	CCOc1cc(CNCCCN2CCOCC2)cc(Cl)c1OCC(=O)NC(C)(C)C	2.2	.	-2	1	0	.	-5	0	-17	7
46	O=C(c1cccs1)N1CCCC(c2nc3c(nnn3Cc3ccccc3Cl)c(=O)[nH]2)C1 (stereo unspecified)	-4.4	25	0	9	11	-25	-17	23	-7	-2
47	Cc1ccc(S(=O)(=O)N2CCOCC2)cc1C(=O)OCC(=O)c1c(N)n(C)c(=O)n(C)c1=O	-3.5	-24	24	-2	3	24	-9	-14	-10	10
48	Oc1ccccc1N1CCN(c2ncnc3sc(-c4ccccc4)cc23)CC1	-1.5	.	-4	0	14	.	-11	-4	-11	1
49	COc1ccc(C(C#N)=C2C=CC(=NO)C=C2)cc1	-0.1	-1	-1	11	115*	1	-12	10	-18	4
50	CCOC(=O)c1ccc(-n2c(C)nc3c(cnn3-c3ccccc3Cl)c2=O)cc1	0.5	-58	78*	.	-16	58	-10	-8	-11	-8
51	COCCCNc1oc(-c2ccccc2F)nc1C#N	-1.2	-15	-5	.	14	15	3	-2	-24	45
52	C[C@H](NC(=O)[C@@H]1Cc2ccccc2CN1)C(=O)Nc1ccc2c(c1)OCO2	-1.9	6	-1	2	12	-6	-3	-5	-12	12
53	Cc1ccc(Cn2ccc(NC(=O)c3cc(C(C)C)on3)n2)cc1	0.1	27	-1	.	-26	-27	0	1	5	.
54	CCn1cc(C(=O)NCc2ccccc2)c(=O)c2cc(F)c(N3CCN(C(=O)c4ccco4)CC3)cc21	-2.2	-48	.	9	-25	48	-15	9	-2	-44
55	O=C(c1ccco1)N1CCN(c2ccc(S(=O)(=O)N3CCCC3)cc2)CC1	-2.2	-8	.	-3	-6	8	-8	-2	-2	3
56	O=C1Nc2ccc(S(=O)(=O)NCCC3=CCCCC3)c3cccc1c23	.	-12	-2	-3	7	12	7	-28	-18	-10
57	COc1cccc(-c2cc(C(=O)Nn3cnnc3)c3ccccc3n2)c1	1.3	-4	-5	0	-11	4	-4	-2	4	-20
58	CCOc1ccc(NC(=O)COC(=O)CCC(=O)c2cccs2)cc1	-1.0	13	8	0	7	-13	-2	-1	3	7
59	COc1cccc(-c2csc(N3CCN(C(=O)Nc4ccccc4OC)CC3)n2)c1	-1.9	-45	-1	-3	.	45	-4	-3	-13	-3
60	CN(CC(=O)Nc1cccc(C(F)(F)F)c1)Cc1ccccc1	-2.4	.	-3	-5	-24	.	4	0	-2	13

Additional structures
nr	smiles	CAL PDZ FP-1	SR-BI uptake up	CAL PDZ FP-2	NSD2 HMT inh	PfHsp90 yeast 2	SR-BI DiI inh	dFosB act	Rtt109 HAT inh	PvdQ inh	MITF TRPM1 HTS
61	COc1ccc(-c2nnc(SCC(=O)O)n2Cc2ccccc2)cc1	-0.1	15	57*	-2	3	-15	0	2	-7	-13
62	Cc1ccc2c(c1C)OC(=O)CC2c1ccccc1 (stereo unspecified)	.	0	-4	-2	0	0	-9	1	-17	-11
63	Nc1nonc1-n1nnc(C(=O)N/N=C/c2ccoc2)c1-c1ccccc1	-2.3	.	-3	-3	-7	.	-6	2	-11	-2
64	CCCCN(CCCC)CCNC(=O)c1cn(CC)c2ccc(S(=O)(=O)N(C)C3CCCCC3)cc2c1=O	-0.8	9	-4	4	2	-9	-10	30	-8	-5
65	COCCN1Cc2cccc(C(=O)Nc3ccc(S(=O)(=O)N4CCCCC4)cc3)c2C1=O	-1.2	12	-4	-1	-20	-12	-11	-3	-4	1
66	CC(C)(C)OC(=O)C[C@H]1C/C=C\C[C@H](CC(=O)N[C@H](CO)Cc2ccccc2)C(=O)N2CCC[C@@H]2COC1=O	-1.1	9	-2	.	12	-9	-11	3	-16	-4
67	Cc1cc(NC(=O)Cn2nc(-c3cccs3)ccc2=O)cc(C)c1Br	-2.2	.	0	0	-1	.	4	-7	-4	.

Reformatted in transposed form: entries from further up.
[42] CCc1ccc(OCc2nnc(SCC(=O)N3CCN(c4ccccc4)CC3)o2)cc1
[43] O=C(c1cccc(S(=O)(=O)N2CCCC2)c1)N1CCOCC1

| Compound | 42 | 43 |
| --- | --- | --- |
| CAL PDZ FP-1 | -0.6 | -0.5 |
| SR-BI uptake up | -38 | 15 |
| CAL PDZ FP-2 | -2 | . |
| NSD2 HMT inh | . | 33 |
| PfHsp90 yeast 2 | 21 | 8 |
| SR-BI DiI inh | 38 | -15 |
| dFosB act | -5 | 6 |
| Rtt109 HAT inh | -2 | -5 |
| PvdQ inh | -12 | -7 |
| MITF TRPM1 HTS | -2 | -1 |
